# Pol eta inh: qHTS for Inhibitors of Polymerase Eta. AID 588591, 2011. Potency, µM (series often up to 114 µM), for the others: at the highest dose activity change, negative = inhibition, usual class: inhibitors. recombinant Pol eta, fluorescent DNA replication assay. 390,000 compounds, 1.2% hits; note: potency is the fitted concentration of half-maximal effect; % is set by controls: 0 for no effect and ±100 for the full control effect
# Target sequence (Q9Y253 whole entry, looked up): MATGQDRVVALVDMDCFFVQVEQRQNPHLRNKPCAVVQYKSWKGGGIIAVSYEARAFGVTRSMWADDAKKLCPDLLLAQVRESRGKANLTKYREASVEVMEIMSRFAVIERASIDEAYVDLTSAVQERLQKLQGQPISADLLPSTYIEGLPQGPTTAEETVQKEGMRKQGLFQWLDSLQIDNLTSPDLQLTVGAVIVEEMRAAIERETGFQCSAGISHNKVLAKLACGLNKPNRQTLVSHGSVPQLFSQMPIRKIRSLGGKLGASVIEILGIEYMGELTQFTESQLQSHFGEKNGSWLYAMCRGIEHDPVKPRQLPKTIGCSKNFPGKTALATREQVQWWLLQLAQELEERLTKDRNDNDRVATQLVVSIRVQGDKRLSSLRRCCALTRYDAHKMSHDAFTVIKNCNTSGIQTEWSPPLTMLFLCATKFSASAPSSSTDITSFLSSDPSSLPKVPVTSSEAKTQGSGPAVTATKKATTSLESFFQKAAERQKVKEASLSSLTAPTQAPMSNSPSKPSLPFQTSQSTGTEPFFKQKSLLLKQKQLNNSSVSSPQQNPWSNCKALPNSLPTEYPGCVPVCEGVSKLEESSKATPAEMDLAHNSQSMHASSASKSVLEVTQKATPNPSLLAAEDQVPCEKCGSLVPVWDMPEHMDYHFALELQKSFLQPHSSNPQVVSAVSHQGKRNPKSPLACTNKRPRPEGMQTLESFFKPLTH
#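 Fluorescent replication assay: 50 nM final substrate added after a 15 min room-temperature compound preincubation with 10 nM enzyme. Signal taken at 0 min and again at 10 min.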
# BLM helicase inh: qHTS Assay for Inhibitors of Bloom's syndrome helicase (BLM) | RecQ-like DNA helicase BLM (Homo sapiens), P54132 | recombinant BLM DNA unwinding, fluorescence dequenching | Potency, µM (series often up to 56.1 µM), without a hit: at the highest dose activity change, negative = inhibition, most hits filed as inhibitors | 350,000 compounds, 0.2% hits;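 note: potency is the fitted concentration of half-maximal effect; plate controls were vehicle for no effect and no enzyme for full effect; nearly all actives have a fitted effect of over 35% in size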
# LDHA inh: qHTS assay for inhibitors of human lactate dehydrogenase | L-lactate dehydrogenase A chain (Homo sapiens), P00338 | purified LDHA, NADH/diaphorase-resazurin fluorescence; stronger effect = lower value | activity change, % (values are at about 110 or 230 µM) | 480,000 compounds, 0.15% hits | AID 1347041, 2019; in the data active = activity change below about -30%; inconclusive = mostly about -25% to -30%;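 note: plate controls were DMSO wells for no effect and wells without enzyme for full effect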
#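 Human LDH5 at 2 nM final in Tris HCl pH 7.4 with 0.06 mM NADH and 0.2 mM pyruvate, reacted 5 minutes at room temperature. Remaining NADH coupled via diaphorase/resazurin; resorufin fluorescence read at 0 and 20 minutes, normalized to enzyme-free and DMSO wells.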
# Anesthetic bind: qHTS Assay for Identification of Novel General Anesthetics | apoferritin/1-aminoanthracene competitive binding, fluorescence | 350,000 compounds, 0.074% hits | Potency, µM (top dose mostly 77.5 µM), for inactives: at the top dose activity change, negative = displacement, most hits filed as inhibitors | Ferritin light chain (Equus caballus), P02791; note: potency is the fitted concentration of half-maximal effect; % is set by controls: 0 for no effect and ±100 for the full control effect; nearly all actives have a fitted effect of over 20% in size
# Target sequence (P02791 2-175 limits assumed): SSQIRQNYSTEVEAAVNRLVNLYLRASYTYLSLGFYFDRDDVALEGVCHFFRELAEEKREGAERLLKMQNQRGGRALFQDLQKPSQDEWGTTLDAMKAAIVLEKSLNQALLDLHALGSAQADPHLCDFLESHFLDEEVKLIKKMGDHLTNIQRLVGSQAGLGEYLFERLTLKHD
#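 Horse-spleen apoferritin (10 uM) was mixed with 50% saturated 1-aminoanthracene in PBS, exposed to compounds for 10 min at room temperature, and read for fluorescence (ex 380 nm, em 535 nm). Competitive displacement was fitted with a four-parameter Hill equation.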
# APEX1 inh: qHTS Assay for Inhibitors of the Human Apurinic/apyrimidinic Endonuclease 1 (APE1) | DNA repair nuclease/redox regulator APEX1 (Homo sapiens), P27695 | recombinant APE1, TAMRA/BHQ-2 abasic DNA cleavage fluorescence | Potency, µM (doses to about 65.8 µM), inactives show at the highest dose activity change, negative = inhibition, usual class: inhibitors | 350,000 compounds, 0.35% hits;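 note: potency is the fitted concentration of half-maximal effect; plate controls were vehicle for no effect and reference inhibitor for full effect; nearly all actives have a fitted effect of over 55% in size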
#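 Endonuclease cleavage of a quenched abasic-site DNA duplex (50 nM) by APE1 (0.75 nM) was tracked by TAMRA dequenching. Compounds were preincubated with enzyme 15 min at room temperature; data normalized to buffer-only and DMSO wells plus NSC13755 control.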
# Pol beta inh: qHTS Assay for Inhibitors of DNA Polymerase Beta; P06746; Pol beta primer extension/strand displacement, fluorescence kinetic; Potency, µM (doses to about 114 µM), for the others: top-dose activity change, negative = inhibition, most hits filed as inhibitors; 340,000 compounds, 1.3% hits; note: potency is the fitted concentration of half-maximal effect; % is set by controls: 0 for no effect and ±100 for the full control effect
#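 Pol beta (10 nM) and compounds were preincubated 15 min at room temperature, then 50 nM substrate (final) started primer extension/strand displacement. Reads were taken at 0 and 10 min; concentration-response data were fitted to a four-parameter Hill equation.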
# POLI inh: qHTS for Inhibitors of Polymerase Iota | AID 588590, 2011 | Pol iota fluorescent replication assay, 10 min | Potency, µM (highest dose often 115 µM), for the others: at the highest dose activity, negative = inhibition, hits mostly inhibitors | 390,000 compounds, 1% hits; note: potency is the fitted concentration of half-maximal effect
#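 Fluorescent replication assay read twice, at 0 min and 10 min after adding 50 nM (final) substrate. Enzyme (10 nM) and compounds were first incubated 15 min at room temperature; enzyme-free buffer wells were negative controls.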
# Glioma ERSR ind: qHTS for Inducers of the Endoplasmic Reticulum Stress Response (ERSR) in Human Glioma: qHTS | Potency, µM, for inactives: top-dose activation, actives largely listed as activators | 420,000 compounds, 0.02% hits | U87-MG GRP78 promoter luciferase reporter, 16 h; note: potency is the fitted concentration of half-maximal effect; series mostly up to about 76 µM; % of control where 0% means no effect; nearly all actives have a fitted effect of over 35% in size
#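 Stably transfected U87-MG glioma cells carrying a GRP78-based luciferase sensor; 16 h compound incubation. Luminescence end-point read 10 min after Bright-Glo addition at room temperature.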
# Pol kappa inh: qHTS for Inhibitors of Polymerase Kappa. DNA polymerase kappa (Homo sapiens), Q9UBT6. purified Pol kappa, fluorescent DNA synthesis assay, 10 min. Potency, µM (top dose mostly 107 µM), for the others: top-dose activity, negative = inhibition, usual class: inhibitors. 400,000 compounds, 0.53% hits; note: potency is the fitted concentration of half-maximal effect; % is set by controls: 0 for no effect and ±100 for the full control effect
#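 Here, compound and 10 nM enzyme are combined for 15 min at room temperature; adding 50 nM substrate (final) starts DNA synthesis, tracked by fluorescence at 0 and 10 min against buffer-only wells.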
# An asterisk follows results filed as active; ? = inconclusive; nt = not tested or not shown; & = joins results of further samples; [ ] = remark or other dose. Unless noted, calls come from the whole dose curve; as a rule, active = well fitted curve in the direction sought with a large enough effect; inconclusive = small, poorly fitted or top-dose-only effect, or another doubt; inactive = no such curve, though single readings can be large; an effect the other way counts as inactive or inconclusive. These rows are one share of the data (hit frequency here may not be typical).
SMILES,Pol eta inh,BLM helicase inh,LDHA inh,Anesthetic bind,APEX1 inh,Pol beta inh,POLI inh,Glioma ERSR ind,Pol kappa inh
CS(=O)(=O)N(CC(=O)NC1CCCC1)Cc1ccc(Cl)cc1,-9%,1%,-7,-14%,15%,4%,10%,-4%,-5%
Cc1c(C)n(CC(O)CNCCO)c2ccccc12 (stereo unspecified),-18%,-3%,-6,-3%,-3%,2%,7%,-5%,6%[60.1 µM]
Cc1nn(C)cc1C(C(=O)NC1CCCCC1)N(C(=O)Cc1cccs1)c1ccc(C(C)C)cc1 (stereo unspecified),-13%,-7%,8,?,-1%,?,-14%,-2%,0%
COc1ccc(C(=O)/C=C/c2ccc(OC(=O)c3cc(OC)c(OC)c(OC)c3)cc2)cc1,-20%,-6%,-5,-2%,-4%,21%,239%[activator],-1%,-10%
O=C(N/N=C/c1ccccc1F)NC1CCCCC1,-13%,-1%,-7,0%,3%,-9%,13%,5%,-16%
COc1ccc(-c2sc(Nc3cccc4ccccc34)n[n+]2C)c(C)c1C,-6%,nt,-1,nt,nt,nt,-2%,-5%,3%
COc1ccc(C(=O)c2c(C)oc3ccc(O)c(CN4CCOCC4)c23)cc1,-7%,-6%,4,-22%,0%,6%,-14%,-2%,-25%
O=C1c2ccccc2C(=O)N1CCCCc1cn(C[C@H]2CC[C@H](Cn3cc(CCCCN4C(=O)c5ccccc5C4=O)nn3)O2)nn1,-19%,nt,-4,nt,2%,nt,30%,-3%,2%
Cc1cc(C(F)F)nn1CC(=O)NC1CCCCCC1,5%,2%,-6,-11%,8%,3%,-9%,-5%,-7%
Cc1ccc2nc(NC(=O)CCCC(=O)O)sc2c1,19%,-4%,-9,1%,?,?,?,-12%,-14%
COc1ccc(OC)c(CNC(=O)C2CCN(c3nc4ccccc4nc3C(F)(F)F)CC2)c1,-7%,0%,1,-2%,nt,1%,24%,0%,1%
O=C(O)c1cnn(-c2ccccc2)c1-c1ccncc1,22µM*,-4%,-7,4%,-3%,?,?,-9%,?
O=C(N/N=C/c1ccc(N2CCOCC2)cc1)c1ccc(NS(=O)(=O)c2cccs2)cc1,-8%,-3%,-9,-9%,-1%,0%,28%,-1%,-9%
COc1ccc(/C=N/NC(=O)c2nnn(-c3nonc3N)c2CN(C)C2CCCCC2)cc1,6%,-4%,-10,-6%,-5%,3%,25%,-4%,2%
O=c1c(CN2CCN(c3cccc(Cl)c3)CC2)coc2c(Cl)cc(Cl)cc12,-16%,0%,-3,-9%,15%,26%,12%,-6%,-4%

# Looked up by compound from the entries so far:
SMILES,Pol eta inh,BLM helicase inh,LDHA inh,Anesthetic bind,APEX1 inh,Pol beta inh,POLI inh,Glioma ERSR ind,Pol kappa inh
CS(=O)(=O)N(CC(=O)NC1CCCC1)Cc1ccc(Cl)cc1,-9%,1%,-7,-14%,15%,4%,10%,-4%,-5%
Cc1cc(C(F)F)nn1CC(=O)NC1CCCCCC1,5%,2%,-6,-11%,8%,3%,-9%,-5%,-7%
COc1ccc(/C=N/NC(=O)c2nnn(-c3nonc3N)c2CN(C)C2CCCCC2)cc1,6%,-4%,-10,-6%,-5%,3%,25%,-4%,2%
COc1ccc(OC)c(CNC(=O)C2CCN(c3nc4ccccc4nc3C(F)(F)F)CC2)c1,-7%,0%,1,-2%,nt,1%,24%,0%,1%

# (next part)
SMILES,Pol eta inh,BLM helicase inh,LDHA inh,Anesthetic bind,APEX1 inh,Pol beta inh,POLI inh,Glioma ERSR ind,Pol kappa inh
O=C(O)C1C(=O)NCC1c1ccccc1 (stereo unspecified),-3%,-7%,-6,0%,3%,1%,26%,-2%,-1%
O=C(CCN1CCN(S(=O)(=O)c2ccc(F)cc2)CC1)Nc1ccccc1F,-22%,2%,-7,-7%,-14%,19%,0%,-4%,-1%
COc1ccc(S(=O)(=O)N(C)c2c(C)n(C)n(-c3ccccc3)c2=O)cc1OC,1%,-9%,-7,-6%,-8%,-10%,9%,-6%,-6%
CCN(CC(=O)Nc1ccc(S(=O)(=O)N2CCOCC2)cc1)Cc1ccccc1,-9%,nt,-7,nt,-17%,nt,-15%,-2%,-8%
Cc1ccc(CNC(=O)c2cc(=O)c3cc(C)cc(C)c3o2)cc1,-7%,-3%,-9&-12,-4%,nt,9%,4%,-5%,-26%
CCn1c2c(c(=O)n3ncc(C(=O)N4CCN(c5ccc(C(C)=O)cc5)CC4)c13)CN(Cc1ccc(OC)cc1)CC2,89µM*,-3%,1,-1%,nt,?,?,-5%,-3%[60.1 µM]
CCSC(SCC)[C@H](O)[C@@H](O)[C@H](O)[C@H](O)CO,-18%,-10%,-5,3%,-6%,3%,-3%,0%,7%
Cc1ccc(-c2[nH]ncc2C(=O)c2cccc(F)c2)c(O)c1,-17%,-2%,1,-8%,-5%,-2%,88%[activator],2%,0%
CCCc1cc(=O)[nH]c(SCc2cc(C(=O)OC)c(C)o2)n1,-13%,0%,1,?,14%,24%,28%,-5%,-7%
O=C(N/N=C/c1c[nH]c2ccccc12)c1ccn[nH]1,-21%,-2%,-7,-2%,-5%,-1%,3%,3%,-4%
CCN(CC)CCOC(=O)[C@@H](Cc1cccc2ccccc12)C[C@@H]1CCCO1,nt,0%[21.4 µM],nt,-9%[29.3 µM],nt,nt,nt,-3%,7%[19.4 µM]
Cc1ccc(Cl)cc1N1CCN(C(=O)CCn2c(=O)c3cccn3c3cccnc32)CC1,-15%,-3%,-13,-14%,nt,4%,17%,0%,-5%
Cc1ccc(C)c(S(=O)(=O)Nc2ccc(C(N)=O)cc2)c1,-2%,4%,-7,-6%,-4%,-14%,35%[activator],-5%,13%
CCOC(=O)c1c(NC(=O)c2cnn3c2NC(c2cccc(OC)c2)CC3C(F)(F)F)sc2c1CCCC2 (stereo unspecified),-18%,-10%,1,-2%,-6%,19%,?,-2%,-3%
Cc1ccc(C(=O)N2CCOCC2)cc1[N+](=O)[O-],-15%,6%,-7,-1%,5%,-11%,9%,-4%,-8%
COc1ccc(C(CNC(=O)c2cc(C)oc2C)N2CCOCC2)cc1 (stereo unspecified),-6%,0%,1,-11%,-4%,21%,2%,2%,-9%
Cc1ccc2oc(-c3cc(NC(=O)c4ccc5c(c4)OCCO5)cc(C)c3O)nc2c1,-6%,0%,-8,-1%,nt,18%,-23%,0%,1%
O=C(Nc1cccc(C(=O)N2CCOCC2)c1)c1ccc([N+](=O)[O-])cc1,-10%,-10%,-3,-8%,28%,1%,35%,0%,0%
CN(C)S(=O)(=O)c1cccc(NC(=O)CNCc2ccccn2)c1,-25%,-7%,-12,2%,3%,11%,1%,-3%,-1%
Cc1ccc(C(=O)Nc2ccc3[nH]c(=O)[nH]c3c2)c(C)c1,-10%,0%,-1,1%,?,-23%,13%,1%,12%
COc1cccc(CNC(=O)c2ccc(CS(=O)c3ccccc3)o2)c1 (stereo unspecified),-7%&-7%,0%&2%,1&-4,-9%&46%,7%,45%&16%,25%&3%,0%&-1%,-1%&-10%
CCN(CC1COc2ccccc2O1)C(=S)NC1CC2CCC1C2 (stereo unspecified),0%,-12%,-9,-6%,1%,2%,-3%,-1%,-5%
Cc1ccc(CN2CCN(C3CCC3)CC2CCO)cc1 (stereo unspecified),-1%,-11%,-7,-13%,33%,8%,144%[activator],-2%,-3%
COc1ccc(Oc2nc(SC)nc3ccccc23)cc1,-11%,-1%,-6,-6%,2%,-18%,13%,5%,-14%
CCC(C)NC(=S)Nc1ccc2nc(N3CCOCC3)cc(C)c2c1 (stereo unspecified),-18%,-6%,2,-1%,-18%,43%,47%[activator],-5%,-1%
CC[N+]1(C)CCC(O)(/C=C/c2ccccc2)C(C(=O)/C=C/c2ccccc2)C1 (stereo unspecified),?,nt,-5,nt,nt,nt,?,-14%,-2%
CCOc1ccc(-c2nnc(-c3cccnc3)o2)cc1OCC,-17%,0%,0,-19%,6%,-9%,25%,0%,2%
CCOC(=O)c1c(C)[nH]c(C)c1S(=O)(=O)NCC1CCN(Cc2ccccc2F)CC1,-21%,4%,-3,-14%,18%,-3%,18%,-4%,-2%
COc1cc2[nH]c(=S)nc(Nc3ccc(NC(C)=O)cc3)c2cc1OC,9%,-10%,-1,-19%,-11%,4%,-9%,0%,-5%[60.1 µM]
Cc1ccc2c(c1)N(C(=O)CCC(=O)NC1CCCCCC1)CC(C)O2 (stereo unspecified),-9%,-1%,2,?,22%,-11%,-15%,-1%,8%
C[C@H](CO)N1C[C@H](C)[C@@H](CN(C)S(=O)(=O)c2cn(C)cn2)Oc2ccc(NC(=O)Nc3ccccc3)cc2C1=O,?,nt,4,nt,3%,nt,-2%,-1%,12%
Cc1cc(C)cc(NC(=O)C(OC(=O)c2cc[n+]([O-])cc2)c2ccccc2)c1 (stereo unspecified),-17%,nt,-2,nt,7%,nt,4%,0%,-1%
CC(=O)c1ccc(N2CCC(C(=O)O)CC2)cc1,-13%,-1%,-3,-4%,1%,0%,8%,-6%,0%
CCC(NC(=O)c1ccccc1NC(=O)c1ccco1)C(=O)NNC(=O)c1ccncc1 (stereo unspecified),4%,0%,1,0%,0%,8%,-1%,-4%,-3%
Cc1ccc(S(=O)(=O)N2CCCCC2)cc1NC(=O)Nc1ccc(Cl)cc1Cl,2%,-2%,-3,-16%,2%,-28%,8%,-2%,1%
O=C(COC(=O)COc1ccc(Br)cc1)NNC(=O)c1ccccc1,-9%,nt,-5,nt,18%,nt,-3%,-4%,-15%
